Bioassay records as filed in PubChem BioAssay.
DT40 TDP1 no CPT = qHTS for Inhibitors of human tyrosyl-DNA phosphodiesterase 1 (TDP1): qHTS in cells in absence of CPT; 420,000 compounds, 15% hits; DT40 Tdp1-/- hTDP1 cells, no CPT, ATP luminescence, 48 h; Potency, µM (top dose mostly 46.2 µM), without a hit: top-dose activity change, negative = growth inhibition, most hits filed as inhibitors; also: nearly all actives have a fitted effect of over 55% in size
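Chicken DT40 Tdp1-/- cells complemented with human TDP1, screened without camptothecin (DMSO vehicle only), 400 cells/well. Compounds pin-transferred, cells incubated at 37 °C for at least 48 hr. Growth read as ATP-dependent luminescence (CellTiter-Glo, 30 min at RT).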
N370S GC mod = inhibits or activates N370S mutant glucocerebrosidase | P04062 | AID 2101 | Potency, µM (highest dose often 59.4 µM), without a hit: at the top dose activity change, negative = inhibition, hits mostly inhibitors | N370S GC spleen homogenate, 4MU-glucoside fluorescence | 330,000 compounds, 0.092% hits;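 also: 0% = full enzyme activity and -100% = no enzyme basal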
TDP1 block = blocks human tyrosyl-DNA phosphodiesterase 1 | Q9NUW8 | recombinant TDP1, AlphaScreen DNA substrate cleavage | Potency, µM (series often up to 130 µM), for inactives: top-dose activity change, negative = inhibition, usual class: inhibitors | 350,000 compounds, 0.28% hits; also: nearly all actives have a fitted effect of over 40% in size
Target sequence (Q9NUW8 whole entry, looked up): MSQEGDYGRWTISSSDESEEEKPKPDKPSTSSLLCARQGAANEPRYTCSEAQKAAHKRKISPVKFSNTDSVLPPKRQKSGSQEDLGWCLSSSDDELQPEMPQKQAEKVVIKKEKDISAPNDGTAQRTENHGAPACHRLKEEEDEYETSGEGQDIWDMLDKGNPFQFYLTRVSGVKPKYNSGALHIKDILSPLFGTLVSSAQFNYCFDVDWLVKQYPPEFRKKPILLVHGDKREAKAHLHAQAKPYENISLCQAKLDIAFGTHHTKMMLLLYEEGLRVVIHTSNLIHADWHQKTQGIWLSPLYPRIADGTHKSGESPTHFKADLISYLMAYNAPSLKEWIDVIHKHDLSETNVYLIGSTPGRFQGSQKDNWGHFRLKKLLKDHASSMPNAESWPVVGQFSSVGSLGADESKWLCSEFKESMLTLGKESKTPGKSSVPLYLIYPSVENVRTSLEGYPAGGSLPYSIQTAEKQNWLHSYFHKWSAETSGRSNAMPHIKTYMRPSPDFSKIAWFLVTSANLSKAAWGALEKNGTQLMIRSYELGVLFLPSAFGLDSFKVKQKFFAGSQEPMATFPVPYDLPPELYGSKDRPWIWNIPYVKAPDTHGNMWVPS
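Enzyme-compound mixtures sat 15 min at room temperature, followed by a 5 min reaction with 15 nM final substrate and 10 min with AlphaScreen beads. Recombinant human Tdp1 was used at 1 nM final.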
An asterisk follows results filed as active; & = joins results of further samples; [ ] = another dose, or the depositor's remark. Calls follow the shape of the dose curve; as a rule, active = well fitted curve in the direction sought with a large enough effect; inconclusive = small, poorly fitted or top-dose-only effect, or another doubt; inactive = no such curve, though single readings can be large; an effect the other way counts as inactive or inconclusive. Unless noted, % is scaled to controls: 0 for no effect and ±100 for the full control effect; potency is read from the fitted curve at half-maximal effect. Some of the compounds tested. The share of hits here may be higher or lower than overall.

NC(=O)c1nc(N2CCOCC2)nc(N2CCOCC2)n1 was read as DT40 TDP1 no CPT 14.1µM*, N370S GC mod 7.4% and TDP1 block -4.7%.
For O=C(Nc1ccc2ccccc2c1)c1cnccn1 the results were DT40 TDP1 no CPT -14.1%, N370S GC mod -0.4% and TDP1 block 9.3%.
`CNC(=S)N(CCc1c(C)[nH]c2ccc(OC)cc12)Cc1cccnc1` gave DT40 TDP1 no CPT -25.3%, N370S GC mod -19.5% and TDP1 block 2.3%.
COc1ccc(CCN(C)c2ccc(S(=O)(=O)N3CCCC3)cn2)cc1OC was read as DT40 TDP1 no CPT inconclusive, N370S GC mod 26.0% and TDP1 block 5.0%.
`C=CCOc1ccc(C2N3CC4(CC)CN2CC(CC)(C3)C4=O)cc1` (stereo not drawn) gave DT40 TDP1 no CPT inconclusive, N370S GC mod -5.4% and TDP1 block 0.0%.
`COc1ccccc1CCC(=O)Oc1ccccc1C#N` gave DT40 TDP1 no CPT -6.0%, N370S GC mod 0.5% and TDP1 block 0.2%.
CC(C)OC(=O)c1ccc(NC(=S)NC(=O)c2cncc(Br)c2)cc1 was read as DT40 TDP1 no CPT inconclusive and N370S GC mod -3.0%.
CC1Cc2ccccc2N1C(=O)COC(=O)c1ccc([N+](=O)[O-])o1 (stereo not drawn) was read as DT40 TDP1 no CPT -14.6% and TDP1 block 1.7%.
For CN(C)CC(NC(=O)c1cccc(S(=O)(=O)Nc2ccc3c(c2)OCO3)c1)c1ccccc1 (stereo not drawn) the results were DT40 TDP1 no CPT -12.5% and TDP1 block 0.7%.
Oc1ccccc1C=Nc1ccccc1-c1nc2ccccc2[nH]1 was read as DT40 TDP1 no CPT 16.4µM*, N370S GC mod inconclusive and TDP1 block 2.8%.
For CCN1C(=O)[C@H]2[C@H]3CN=C(SCc4ccc(OC)cc4)N3[C@@](CC)(C(=O)OC)[C@H]2C1=O the results were DT40 TDP1 no CPT -1.3% and TDP1 block -0.2%[56.1 µM].
`COCc1c(C#N)c(NCCc2ccccc2)nc(C)c1[N+](=O)[O-]` gave DT40 TDP1 no CPT inconclusive, N370S GC mod 22.8% and TDP1 block -4.2%.
For CCCN(CCC)Cc1c(C(=O)OCC)nnn1-c1nonc1N the results were DT40 TDP1 no CPT -5.9%, N370S GC mod -8.5% and TDP1 block 4.0%.
For COc1ccccc1NC(=O)CCCc1nnc2n(C)c(=O)c3sccc3n12 the results were DT40 TDP1 no CPT -14.7%&-17.7%, N370S GC mod 1.5% and TDP1 block 1.7%&8.8%.
For COc1ccccc1C(=O)COC(=O)C1(C)CC1(Cl)Cl (stereo not drawn) the results were DT40 TDP1 no CPT -6.0% and TDP1 block -17.5%.
Screening CCOc1ccc(-c2cn(CCC#N)cn2)cc1 returned DT40 TDP1 no CPT 6.7%, N370S GC mod -0.2% and TDP1 block 3.8%.
Screening Cc1ccc(-c2csc(NC(=O)CSc3nnc4c(n3)[nH]c3ccccc34)n2)cc1 returned DT40 TDP1 no CPT 5.8µM*, N370S GC mod 6.4% and TDP1 block 5.3%.
For Cc1nn(CC2CC2)c(=O)n1-c1ccc(C(C)C)cc1 the results were DT40 TDP1 no CPT -18.2%, N370S GC mod 6.3% and TDP1 block -2.6%.
For CSc1nnc2c(n1)OC(C1CC=C(C)CC1)Nc1ccccc1-2 (stereo not drawn) the results were N370S GC mod 4.7% and TDP1 block 4.2%.
For COc1ccc2c(=O)c(N3C(=O)c4ccccc4C3=O)c(C)oc2c1 the results were DT40 TDP1 no CPT -18.4%, N370S GC mod 9.0% and TDP1 block 8.0%.
COc1ccc(NC(=O)c2nc(-n3nc(C)cc3C)ccc2Cl)cc1Cl was read as DT40 TDP1 no CPT inconclusive, N370S GC mod 1.1% and TDP1 block -4.5%.
`Cc1ccccc1NC(=O)CN1CCN(C(=O)c2ccco2)CC1` gave DT40 TDP1 no CPT 17.5%, N370S GC mod -2.8% and TDP1 block 4.5%.
Screening Cc1ccc(C)c(CSC2=NN3CCCC(=O)N=C3S2)c1 returned DT40 TDP1 no CPT 16.4µM* and N370S GC mod 7.6%.
For Cc1nn(CC(=O)Nc2ccc3c(c2)nc(CCN2CCCCC2)n3C)c(=O)c2ccccc12 the results were DT40 TDP1 no CPT inconclusive, N370S GC mod 7.1% and TDP1 block -4.5%.
Screening Cn1cc(Cl)c(C(=O)Nc2nc3ccc(Cl)cc3s2)n1 returned DT40 TDP1 no CPT -4.4%, N370S GC mod 4.2% and TDP1 block 2.0%.
Screening CCOc1ccc2c(c1)/C(=N/N1C(=O)c3ccccc3C1=O)C(=O)N2 returned DT40 TDP1 no CPT -24.4%, N370S GC mod 12.2% and TDP1 block 2.5%.
Screening Cc1ccc(C(C)C)c(OCCSc2nc3ccccc3n2CC(=O)O)c1 returned DT40 TDP1 no CPT -2.5% and N370S GC mod 2.1%.
CC(CCc1ccccc1)NCc1ccncc1 (stereo not drawn) was read as DT40 TDP1 no CPT -11.4%, N370S GC mod 19.4% and TDP1 block 2.3%.
Screening Cc1nn(C(C)C)c(C)c1CN1CCC(C(=O)Nc2cccc(-c3cccc(F)c3)c2)CC1 returned DT40 TDP1 no CPT inconclusive, N370S GC mod -21.7% and TDP1 block 2.4%.
For O=C(N/C=C/c1ccco1)NCc1ccccc1 the results were DT40 TDP1 no CPT -70.0% and N370S GC mod -1.8%.

Two compounds drawn at random from those above, as already listed:
For CCCN(CCC)Cc1c(C(=O)OCC)nnn1-c1nonc1N the results were DT40 TDP1 no CPT -5.9%, N370S GC mod -8.5% and TDP1 block 4.0%.
`COCc1c(C#N)c(NCCc2ccccc2)nc(C)c1[N+](=O)[O-]` gave DT40 TDP1 no CPT inconclusive, N370S GC mod 22.8% and TDP1 block -4.2%.

New compounds follow:
`Cc1ccc(N(CC(=O)NC2CCCC2)C(=O)c2c(C)noc2C)cc1C` gave DT40 TDP1 no CPT -18.9%, N370S GC mod 5.4% and TDP1 block 0.0%.
CCOC(=O)C1CCN(C(=O)c2ccc(CNS(=O)(=O)c3ccc(C)cc3)cc2)CC1 was read as DT40 TDP1 no CPT inconclusive, N370S GC mod -1.5% and TDP1 block 2.7%.
For Cc1cc(N2CCN(C)CC2)nc2ccc(NC(=S)NCCN3CCc4ccccc4C3)cc12 the results were DT40 TDP1 no CPT inconclusive, N370S GC mod -18.8% and TDP1 block 3.5%.
Cn1c(SCC(=O)NC(C)(C)C)nnc1-c1cnccn1 was read as DT40 TDP1 no CPT -15.7%, N370S GC mod 0.0% and TDP1 block 0.0%.
For Cc1ccc(NC(=S)N2CCN(S(C)(=O)=O)CC2)cc1Cl the results were DT40 TDP1 no CPT -9.2%, N370S GC mod -12.3% and TDP1 block 1.6%.
`COc1c(N2CCN(C(=S)NC3CC4CCC3C4)C(C)C2)c(F)cc2c(=O)c(C(=O)O)cn(C3CC3)c12` (stereo not drawn) gave DT40 TDP1 no CPT 23.1µM*, N370S GC mod -1.1% and TDP1 block 5.6%.
Screening CCCCn1cnc2c(oc3ccccc32)c1=O returned DT40 TDP1 no CPT -15.9% and N370S GC mod -7.6%.
`Cc1ccc(-n2ncc(C(=O)NCc3cccs3)c2C2CCN(C(=O)OC(C)(C)C)CC2)c(C)c1` gave DT40 TDP1 no CPT inconclusive and TDP1 block 4.2%.
`Cc1ccc2nc(NCCc3ccccc3)c3nncn3c2c1` gave DT40 TDP1 no CPT -21.0%&-14.6%, N370S GC mod 2.9% and TDP1 block -2.5%.
Screening CCOC(=O)CC1CCCCN1C(=O)c1ccc2oc(CCc3ccccc3)nc2c1 (stereo not drawn) returned DT40 TDP1 no CPT 14.6µM*, N370S GC mod -4.8% and TDP1 block 3.6%.
`Cc1cccc(N2CCN(Cc3nnc(-c4ccccc4C)o3)CC2C)c1` (stereo not drawn) gave DT40 TDP1 no CPT inconclusive and TDP1 block 2.5%.
Screening CCC(Cc1ccccc1)NC(=O)C1=C(C)C(=O)OC12CCC(C)CC2 (stereo not drawn) returned DT40 TDP1 no CPT inconclusive, N370S GC mod -1.6% and TDP1 block 1.2%.
Screening COc1ccc(S(=O)(=O)N2CCC(C(=O)NCc3ccncc3)CC2)cc1Cl returned DT40 TDP1 no CPT -12.4% and N370S GC mod 1.3%.
`COc1cccc(Cn2c(=O)c(-c3cccs3)nc3cnc(N4CCNCC4)nc32)c1` gave DT40 TDP1 no CPT 18.4µM* and N370S GC mod -25.9%.
For Cc1nn(Cc2ccc(C(=O)NN)cc2)c(C)c1Cl the results were DT40 TDP1 no CPT 11.8%, N370S GC mod 2.6% and TDP1 block 4.1%.
CCNc1nc(NCC)nc(OCCOC(=O)Nc2ccccc2)n1 was read as DT40 TDP1 no CPT inconclusive, N370S GC mod 0.7% and TDP1 block 2.6%.
For O=C(O)c1ccccc1C(=O)NCc1cccnc1 the results were DT40 TDP1 no CPT 1.7%, N370S GC mod 4.2% and TDP1 block 0.0%.
For Cc1nn(Cc2ccccc2)c2c1C(c1ccncc1)C(C#N)=C(N)O2 (stereo not drawn) the results were DT40 TDP1 no CPT 23.1µM*, N370S GC mod -22.8% and TDP1 block 8.2%.
Screening Cc1nc(C(=O)O)cc2c1[nH]c1ccccc12 returned DT40 TDP1 no CPT inconclusive and N370S GC mod -2.2%.
Screening COc1ccc(C2c3ccc4ccccc4c3Oc3ncn(CCN(C)C)c(=N)c32)cc1 (stereo not drawn) returned DT40 TDP1 no CPT 20.6µM* and N370S GC mod inconclusive.

Among those listed so far, four contain a COOH group.
Screening Cc1ccc(C(C)C)c(OCCSc2nc3ccccc3n2CC(=O)O)c1 returned DT40 TDP1 no CPT -2.5% and N370S GC mod 2.1%.
`COc1c(N2CCN(C(=S)NC3CC4CCC3C4)C(C)C2)c(F)cc2c(=O)c(C(=O)O)cn(C3CC3)c12` (stereo not drawn) gave DT40 TDP1 no CPT 23.1µM*, N370S GC mod -1.1% and TDP1 block 5.6%.
For O=C(O)c1ccccc1C(=O)NCc1cccnc1 the results were DT40 TDP1 no CPT 1.7%, N370S GC mod 4.2% and TDP1 block 0.0%.
Screening Cc1nc(C(=O)O)cc2c1[nH]c1ccccc12 returned DT40 TDP1 no CPT inconclusive and N370S GC mod -2.2%.

Continuation.
Screening Cc1ccc(C(=O)Nc2ccc(S(=O)(=O)N3CCN(C)CC3)cc2)o1 returned DT40 TDP1 no CPT -13.9%, N370S GC mod 2.2% and TDP1 block 0.0%.
`CCOc1ccc(OCC(=O)OC(C)C(=O)NC2CCCC2)cc1` (stereo not drawn) gave DT40 TDP1 no CPT 20.4% and TDP1 block -0.3%.
CN(C(=O)Nc1cnc2ccccc2c1)c1ccccc1 was read as DT40 TDP1 no CPT 2.5%, N370S GC mod 7.3% and TDP1 block -8.2%.
`CCCc1nc2sc3c(c2c(=O)n1N)CCC3` gave DT40 TDP1 no CPT inconclusive, N370S GC mod 4.6% and TDP1 block 4.5%.
Screening CCOC(=O)CN(C(=O)COc1nc(-c2ccccc2)cc(C)c1C#N)c1ccc(C)cc1 returned DT40 TDP1 no CPT inconclusive, N370S GC mod 5.2% and TDP1 block 2.5%.
O=C(Nc1ccccc1)c1cccc(=O)o1 was read as DT40 TDP1 no CPT -19.4%, N370S GC mod -0.3% and TDP1 block -2.5%.
Cc1nc(C)c(-c2csc(N)n2)s1 was read as DT40 TDP1 no CPT 1.3%, N370S GC mod -3.1% and TDP1 block 0.0%.
Screening CCc1ccc(C2c3c(-c4cc(C)ccc4O)n[nH]c3C(=O)N2CCO)cc1 (stereo not drawn) returned DT40 TDP1 no CPT inconclusive and TDP1 block 4.9%.
Screening COC(=O)c1c(C(=O)OC)c(C)n(Cc2cccnc2)c1C returned DT40 TDP1 no CPT 16.7%, N370S GC mod 0.8% and TDP1 block 9.3%.
For COc1ccc(NC(=O)CN2CCN(S(=O)(=O)N(C)C)CC2)cc1 the results were DT40 TDP1 no CPT 18.2% and N370S GC mod -2.0%.
CN(C)S(=O)(=O)c1ccc(Cl)c(NC(=O)COC(=O)CN2C(=O)NC(C)(C)C2=O)c1 was read as DT40 TDP1 no CPT -9.0%, N370S GC mod -0.7% and TDP1 block 1.9%.
Screening c1ccc(CCn2nnc3ccccc32)cc1 returned DT40 TDP1 no CPT inconclusive, N370S GC mod 5.7% and TDP1 block 2.4%.
For Cc1ccc(F)cc1NC(=O)COC(=O)COc1ccc(C#N)cc1 the results were DT40 TDP1 no CPT inconclusive, N370S GC mod -7.0% and TDP1 block 3.9%.
O=c1[nH][nH]c2cc(=O)n(-c3cccc(C(F)(F)F)c3)nc12 was read as DT40 TDP1 no CPT 11.7%, N370S GC mod -11.0% and TDP1 block 8.9%.
COc1ccc(NC(=O)C(OC(=O)c2cnc(C)cn2)c2ccccc2)cc1Cl (stereo not drawn) was read as DT40 TDP1 no CPT inconclusive, N370S GC mod -3.8% and TDP1 block -8.0%.
Screening Cc1ccc(N(C(=O)c2csnn2)C(C(=O)NC(C)(C)C)c2cccnc2)cc1 (stereo not drawn) returned DT40 TDP1 no CPT -7.0%, N370S GC mod 0.0% and TDP1 block -4.8%.
`c1ccc(CN2CCN(c3nc(-c4ccccc4)nc(-n4ccnc4)n3)CC2)cc1` gave DT40 TDP1 no CPT 18.4µM*, N370S GC mod -11.6% and TDP1 block 6.0%.
